RNase H inhibition – RNase H inhibition, HIV 1 Gag Pol polyprotein, FRET biochemical assay, screening (AID 372). HIV-1 RT RNase H, FRET RNA/DNA substrate fluorescence; higher % means a stronger effect. inhibition, % at 10 µM; hits with a dose series show IC50 in µM. 0.77% of 100,000 active; in the data active = inhibition above about 50%
Starred values were filed as active, the others as inactive. An excerpt; count on the stated rates, not on these rows.

SMILES | RNase H inhibition
CCOc1ccccc1NC(=O)c1cc(C(=O)Nc2ccccc2OCC)cc(N2C(=O)CCC2=O)c1 | 15%
Cc1ccccc1NC(=O)CC(=O)c1ccccc1 | 10%
Cc1ccc2[nH]c3nc(N/N=C/c4cccc(Cl)c4)nnc3c2c1 | 0%
Nc1nonc1-c1nc2ccccc2n1CC(=O)Nc1ccc(F)cc1F | 12%
COc1ccc(COC(=O)C2=C(C)NC3=C(C(=O)CC(C)(C)C3)C2c2cc(Cl)c(O)c(OC)c2)cc1 (stereo not given) | 13%
O=C(COc1ccc(Br)cc1)N/N=C/c1c2ccccc2cc2ccccc12 | 0%
Cc1ccc(NC(=O)CSc2nnnn2-c2ccccc2)c([N+](=O)[O-])c1 | 40%
CCN(CC)C(=O)c1c(NC(=O)c2ccco2)sc2c1CCCC2 | 12%
Cc1[nH]c(=O)[nH]c1C(=O)CCCCC(=O)O | 1%
CC1CCCCN1Cc1cc(C(C)(C)C)c(O)c(C(C)(C)C)c1 (stereo not given) | 7%
O=C(CCCN1C(=O)c2cccc3cccc(c23)C1=O)Nc1ccccn1 | 24%
O=S(=O)(Nc1cc(Cl)c(Cl)cc1Cl)c1cc(Cl)ccc1Cl | 19%
COc1ccc2c(c1)c(=O)oc1c(C)c(OCc3cc(C(=O)O)oc3C)ccc12 | 13%
CCOCCOC(=O)c1ccc(NC(=O)/C=C/c2ccc(OC)c(Br)c2)cc1 | 0%
CSc1ccc(C(=O)/C=C/c2ccc(N)cc2)cc1 | 28%
CC1(C)CC(=O)C2=C(C1)Nc1cc(C(=O)c3ccccc3)ccc1NC2c1ccco1 (stereo not given) | 3%
CC1=NN(C(=O)c2cccc(Br)c2)C(O)(C(F)(F)F)C1 (stereo not given) | 0%
N#C/C(=C\c1cc2c(cc1Br)OCO2)C(N)=O | 3%
O=C(NCc1ccccc1)C(=O)NCc1cccc(CNC(=O)C(=O)NCc2ccccc2)c1 | 11%
Cc1ccc(C(C)C)c(OCCNc2nc3c(c(=O)n(C)c(=O)n3C)n2C)c1 | 0%
COc1ccc2nc(NC(=O)COC(=O)/C=C/c3ccco3)sc2c1 | 16%
COc1ccc(/C=C2\C(=O)NC(=O)N(c3ccc(Br)c(C)c3)C2=O)c(OC)c1 | 0%
N=C1S/C(=C\c2ccc(-c3ccccc3F)o2)C(=O)N1c1ccc2c(c1)OCO2 | 30%
c1ccc(C2NCCn3cccc32)cc1 (stereo not given) | 12%
N#Cc1conc1-c1ccc2c(c1)OCO2 | 11%
Oc1cccc(C=Nc2ccccc2Cl)c1O | 7%
Cc1cc(C)cc(CC2CC(=O)N(c3ccc(I)cc3)C2=O)c1 (stereo not given) | 8%
NC(=O)c1ccc(N=Cc2ccc(Cl)c([N+](=O)[O-])c2)cc1 | 13%
CCN(CC)C(=O)Oc1ccc2ccccc2c1Br | 13%
COc1cc(OC)cc(C(=O)Nc2nc3c(C)cccc3s2)c1 | 10%
COc1ccc(S(=O)(=O)Nc2cc(Cl)ccc2Cl)cc1 | 0%
COc1ccc(S(=O)(=O)N2CCN(Cc3cccc(Oc4ccccc4)c3)CC2)cc1 | 9%
CCOC(=O)c1c(C)[nH]c(/C=C(/C#N)C(N)=NCc2ccccc2)c1O | 11%
Cc1cc(OCc2nnc(NC(=O)Nc3ccc(Cl)c(Cl)c3)s2)ccc1Cl | 28%
Cc1cccc(C(=O)N2CCN(c3ccccn3)CC2)c1 | 2%
O=C1/C(=C\c2ccc3c(c2)OCO3)SC(=S)N1c1cccc(C(F)(F)F)c1 | 7%
CCOC(=O)c1c(N)n(CCCN2CCOCC2)c2nc3ccccc3nc12 | 1%
O=C(/C=C\c1ccccc1)Nc1ccc(Br)cn1 | 7%
O=C1c2ccccc2C(=O)N1CC(O)Cn1c2ccc(Br)cc2c2cc(Br)ccc21 (stereo not given) | 16%
NC(=O)c1cccc(N=Cc2ccc([N+](=O)[O-])cc2)c1 | 18%
CCOc1ccc(C(=O)Nc2ccc(-c3nc4ccc(C)cc4s3)cc2)cc1[N+](=O)[O-] | 7%
Cc1cccc(N2CCN(C(=O)c3cc(-c4ccc(Cl)cc4)nc4ccccc34)CC2)c1C | 13%
C/C(=N\NC(=O)c1ccoc1C)c1ccc(Cl)s1 | 30%
Cc1ccccc1OCCCNC(C)(C)C | 11%
O=C(COc1ccc(Cl)cc1)Nc1ccc2oc(-c3ccccc3)nc2c1 | 16%
CCCn1c(C(O)c2ccc(C)cc2)nc2ccccc21 (stereo not given) | 10%
COc1ccc(C(=O)Nc2cccc(-c3nc4ccccc4s3)c2C)cc1[N+](=O)[O-] | 16%
COc1ccc(C(=O)Nc2ccccc2C(=O)NCCCn2ccnc2)cc1 | 18%
CCOc1ccc(C2C(C(=O)OCc3ccccc3)=C(C)NC3=C2C(=O)CC(c2ccccc2)C3)cc1 (stereo not given) | 6%
CC(C)N(Cc1ccccc1)C(=O)c1cc([N+](=O)[O-])cc([N+](=O)[O-])c1 | 5%
COc1ccc(COC(=O)C2=C(C)NC3=C(C(=O)CC(C)(C)C3)C2c2ccc(OC)c(Br)c2)cc1 (stereo not given) | 14%
Cc1cc(C)c(NC(=O)COc2ccccc2[N+](=O)[O-])c(C)c1 | 5%
CCOC(=O)c1ccc(NC(=O)c2cccs2)cc1 | 5%
COc1ccc2c(c1)c(/C=C/c1nc3ccccc3c(=O)n1-c1ccc(C)cc1)c(C)n2C | 0%
O=C(Cc1ccccc1)Nc1nnc(COc2ccccc2)s1 | 21%
CCC(C)c1ccc(OCCOc2ccc(Cl)cc2/C=C2\SC(=S)NC2=O)cc1 (stereo not given) | 30%
CC(=O)Nc1ccccc1NC(=O)c1ccc(F)cc1 | 1%
N#C/C(=C/c1ccc(I)o1)c1ccc(F)cc1 | 31%
O=S(=O)(Nc1ccc2c(c1)OCCO2)c1ccc2ccccc2c1 | 11%
CC(C)Oc1ccc(/C=N/NC(N)=S)cc1 | 7%
Next compounds follow.
SMILES | RNase H inhibition
O=C(NCCc1ccccc1)c1sc2cc([N+](=O)[O-])ccc2c1Cl | 3%
CCOC(=O)NC(Nc1ccc(OC)cc1)(C(F)(F)F)C(F)(F)F | 0%
Cc1ccc(C=Nc2ccccc2Sc2c(C)n[nH]c2C)cc1 | 0%
COc1cccc(-n2c(O)c(C3=c4cc(Br)ccc4=NC3=O)sc2=S)c1 | 18%
O=C1CCCN1CCCN=Cc1c(-c2ccccc2)[nH]n(-c2nc3ccccc3s2)c1=O | 17%
COc1ccccc1OCCCCOc1c(C)cc(C)cc1C | 18%
S=C(Nc1ccccc1)Nc1ccc(Cc2ccc(NC(=S)Nc3ccccc3)cc2)cc1 | 5%
FC(F)(F)c1ccccc1/C=N/NC(=S)Nc1ccccc1 | 11%
CN1C(=O)S/C(=C\c2ccc(N3CCCCC3)cc2)C1=O | 28%
NC(=O)CN(c1cccc([N+](=O)[O-])c1)S(=O)(=O)c1ccccc1 | 14%
CCc1ccc(C(=O)CSC2=C(C#N)C(c3ccccc3Cl)C(C(C)=O)=C(C)N2)cc1 (stereo not given) | 20%
CC1=C(C(=O)OC2CCCCC2)C(c2ccncc2)C2=C(CCCC2=O)N1 (stereo not given) | 8%
O=C(O)c1ccc2c(c1)C(=O)N(c1ccc(-c3nc4ccccc4s3)cc1)C2=O | 3%
O=S1(=O)C=CC(Nc2cccc(C(F)(F)F)c2)C1 (stereo not given) | 0%
CCCCOc1ccc(NC(=O)C2CC(=O)N(c3ccc(CC)cc3)C2)cc1 (stereo not given) | 13%
COC(=O)C1=C(C)NC(=O)/C1=C\c1ccc(Cl)cc1Cl | 5%
Cc1ccc2oc(-c3cc(NC(=O)COc4ccc(Cl)cc4C)ccc3O)nc2c1 | 21%
O=S(=O)(NCc1ccccc1)c1ccc2ccccc2c1 | 11%
COc1cccc(N/C=C(\C#N)c2nc(-c3ccc(C)cc3)cs2)c1 | 5%
Cc1ccc(-c2csc(NC(=O)c3sc4ccccc4c3Cl)n2)c(C)c1 | 4%
O=C(Nc1cccc(O)c1)c1ccc(NC(=O)C(c2ccccc2)c2ccccc2)cc1 | 7%
CN(Cc1ccccc1)Cc1c(O)ccc2c(-c3ccccc3)cc(=O)oc12 | 8%
CN(C)c1ccc(Sc2nnc(NC(=O)Nc3ccc(F)cc3)s2)cc1 | 18%
OCCNc1cc(-c2ccccc2)nc(-c2ccc(Br)cc2)n1 | 12%
CCOC(=O)C1CCN(C(=O)C2c3ccccc3Oc3ccccc32)CC1 | 33%
COc1ccccc1/C=C1\SC(=S)N(Cc2ccco2)C1=O | 33%
Cc1c(Cc2ccccc2)c(Nc2cccc(Cl)c2)n2c(nc3ccccc32)c1C#N | 19%
CCCCOc1ccccc1NC(=O)c1ccc(OC)c(OC)c1 | 5%
COC(=O)c1ccc(NC(=O)c2ccc3c(c2)C(=O)N(c2cccc([N+](=O)[O-])c2)C3=O)cc1 | 10%
COc1cc(OC)c(OC)cc1/C=N/N=C(\N)c1nonc1N | 40%
CNC(=O)CN(c1cc(OC)ccc1OC)S(C)(=O)=O | 0%
CCCCCCC(=O)Nc1nnc(CCC)s1 | 4%
CCOc1ccc2c(C(F)(F)F)cc(=O)oc2c1 | 7%
COc1ccc(-c2cc(-c3ccc(Br)cc3)nc(N)c2C#N)cc1 | 12%
COc1ccc(C2CC(=O)C3=C(C2)Nc2ccccc2NC3c2ccccc2C)cc1OC (stereo not given) | 17%
CCOC(=O)C1=C(C)N=c2s/c(=C\c3ccccc3)c(=O)n2C1c1ccc(Cl)cc1 (stereo not given) | 5%
CCCC(C)C(=O)Nc1cc(Cl)c(Cl)cc1Cl (stereo not given) | 5%
c1ccc2c(CSc3ncn[nH]3)cccc2c1 | 17%
O=[N+]([O-])c1ccc(OCCS(=O)(=O)c2ccccc2)c(OCCS(=O)(=O)c2ccccc2)c1 | 0%
CCOc1ccc(C=Nc2ccc(OCC)cc2)cc1 | 5%
O=C1NC(=S)N(c2cccc(Cl)c2)C(=O)/C1=C\c1ccc(N2CCCC2)cc1 | 31%
O=C(NCc1ccncc1)/C(=C/c1ccc(F)cc1)NC(=O)c1ccccc1 | 0%
CN(C)c1ccc(C2Nc3ccccc3NC3=C2C(=O)CC(c2ccccc2)C3)cc1 (stereo not given) | 29%
COc1cc(/C=N/NC(=O)c2ccoc2C)cc(Br)c1O | 14%
CCN1C(=O)CSC1=NC(C)Cc1ccccc1 (stereo not given) | 0%
CC(=O)N1CCN(C2=NC(=O)/C(=C\c3ccc(OCc4ccccc4)cc3)S2)CC1 | 21%
COc1ccc(N(CC(=O)Nc2cccc(C)c2)S(=O)(=O)c2ccc(C)cc2)c(OC)c1 | 17%
CC(=O)Nc1ccc(Oc2cccc(Cl)c2Cl)c(Cl)c1 | 37%
COc1ccc2nc(NC(=O)c3ccccc3O)sc2c1 | 14%
O=C1NN(c2ccccc2)C(=O)/C1=C/c1ccc(OCc2ccc(F)cc2)cc1 | 14%
Cc1cc([N+](=O)[O-])ccc1N/C=C(\C#N)c1nc(-c2cccc(Br)c2)cs1 | 7%
COCCNC(=O)c1ccc(NC(C)=O)cc1 | 1%
O=C(Nc1cc(C(F)(F)F)cc(C(F)(F)F)c1)c1cccc(Cl)c1Cl | 10%
CCOc1ccccc1N(CC(=O)NCC1CCCO1)S(=O)(=O)c1ccccc1 (stereo not given) | 6%
CCOC(=O)C1=C(C)N=c2s/c(=C\c3cc(Br)c(OC)c(OC)c3)c(=O)n2C1c1ccc(OC)c(OC)c1 (stereo not given) | 18%
COc1cccc(/C=C2/C(=O)NC(=O)N(c3ccccc3F)C2=O)c1 | 2%
Clc1ccc(-c2nnc(-c3sc4ccccc4c3Cl)o2)cc1 | 22%
O=C(Nc1cccc(Cl)c1Cl)c1cccc2ccccc12 | 8%
O=[N+]([O-])c1cc([N+](=O)[O-])c(N2CCCCC2)cc1NCCO | 11%
CCOc1cccc(OCC)c2c(C)nc(C)c1-2 | 12%
The list goes on:
SMILES | RNase H inhibition
CCOC(=O)c1c(NC(=O)c2ccccc2Cl)sc2c1CCCCC2 | 26%
CC(=O)CCc1c(C)[nH]c2c(C)cccc2c1=O | 3%
CC(C)(C)c1ccccc1OCCCCCCN1CCCC1 | 12%
O=C(Nc1ccc(Cl)cc1)N1CCN(c2ccc(F)cc2)CC1 | 16%
O=C1c2cccc3cc(Br)cc(c23)C(=O)N1Nc1ccccc1 | 11%
COc1ccccc1C(=O)Nc1nc(-c2ccc(S(=O)(=O)N3CCOCC3)cc2)cs1 | 0%
Cc1cc(C(=O)N/N=C/C(Cl)=C/c2ccccc2)n[nH]1 | 19%
CCN(CC)CC(C)C(C)OC(=O)c1ccc(O)cc1 (stereo not given) | 9%
O=C(O)c1ccc(Oc2ccc(NC(=O)c3cccc(F)c3)cc2)cc1 | 0%
O=C(Nc1cccc(NC(=O)c2ccc(Cl)cc2Cl)c1)c1cccc([N+](=O)[O-])c1 | 3%

Source: PubChem BioAssay
